# ARFGAP1 inh = inhibitors of rat ARFGAP1; Q62848; Arfgap1-stimulated ARF1 GTP hydrolysis, GDP FP detection; inhibition, % at 16.5 µM; 360,000 compounds, 0.26% hits;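 active means inhibition above a per-plate limit, mean inhibition of low control wells plus 3 SD, cut at about 25% in these data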;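 further: 0% = DMSO wells with enzyme and 100% = wells lacking Arfgap1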
# Target sequence (Q62848 1-136 limits assumed): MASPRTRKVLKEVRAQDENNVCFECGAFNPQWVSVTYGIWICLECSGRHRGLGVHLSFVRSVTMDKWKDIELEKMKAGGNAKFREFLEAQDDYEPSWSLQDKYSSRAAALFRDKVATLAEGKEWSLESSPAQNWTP
#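 Material: rat Arfgap1 catalytic domain, aa 1-136; also added: human ARF1(Δ1-17)-GTP substrate; compound dosing: one concentration, 16.5 µM, DMSO 1.26%; incubation: GTP hydrolysis reaction 2 h at 25 °C; measured by: Tracer-displacement fluorescence polarization with EDTA stop, 620/688 nm; evaluation: % inhibition from polarization; repeats: one replicate per compound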
# rCAG RNA binder = binds r(CAG) RNA repeats. r(CAG) RNA repeat, TO-PRO-1 dye displacement fluorescence. inhibition, % at 3 µM. 370,000 compounds, 1.3% hits;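 active means inhibition above the plate cutoff, the mean of all test compounds on that plate plus 3 SD, cut at about 35% in these data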;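 further: 0% = DMSO alone and 100% = 100 µM mitoxantrone as full dye displacement; higher means more dye released from RNA so lower well fluorescence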
# Rev-erbA mod = modulates human Rev-erb alpha binding to DNA; Rev-erbα–FITC-DNA binding, fluorescence polarization, 90 min; activity, % at 10 µM; 370,000 compounds, 0.79% hits;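 active means activity above about 14%, limit read from the data; passing the limit was not always enough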;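 further: 0% = DMSO wells with 35 nM protein and 100% = DMSO wells with 750 nM protein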
# GC-B act = GC-B (human) receptor activation; HEK293-GC-B cells, CNP EC30, cGMP TR-FRET; 0% at EC30 CNP, 100% saturating CNP; 370,000 compounds, 0.11% hits; P20594; activation, % at 10 µM;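 active means activation at 10 µM reaching about 35% in either raw or pattern-adjusted values, limit read from the data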
# ASAP1 inh = ASAP1 ArfGAP inhibition | 360,000 compounds, 0.19% hits | ASAP1-stimulated ARF1 GTP hydrolysis, GDP FP detection | AID 624377 | inhibition, % at 16.5 µM | Q9ULH1; in the data active means inhibition above about 25%;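 further: 0% = vehicle with enzyme and substrate and 100% = no enzyme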
# HTRA1 inhibitor = HTRA1 (human) protease inhibition; Q92743; recombinant HTRA1, FP-rhodamine activity-based probe, fluorescence polarization; inhibition, % at 5.96 µM; 340,000 compounds, 0.5% hits; AID 504803; in the data active means inhibition above about 36%;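 further: 0% = enzyme with DMSO and 100% = wells lacking enzyme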
# Target sequence (Q92743 whole entry, looked up): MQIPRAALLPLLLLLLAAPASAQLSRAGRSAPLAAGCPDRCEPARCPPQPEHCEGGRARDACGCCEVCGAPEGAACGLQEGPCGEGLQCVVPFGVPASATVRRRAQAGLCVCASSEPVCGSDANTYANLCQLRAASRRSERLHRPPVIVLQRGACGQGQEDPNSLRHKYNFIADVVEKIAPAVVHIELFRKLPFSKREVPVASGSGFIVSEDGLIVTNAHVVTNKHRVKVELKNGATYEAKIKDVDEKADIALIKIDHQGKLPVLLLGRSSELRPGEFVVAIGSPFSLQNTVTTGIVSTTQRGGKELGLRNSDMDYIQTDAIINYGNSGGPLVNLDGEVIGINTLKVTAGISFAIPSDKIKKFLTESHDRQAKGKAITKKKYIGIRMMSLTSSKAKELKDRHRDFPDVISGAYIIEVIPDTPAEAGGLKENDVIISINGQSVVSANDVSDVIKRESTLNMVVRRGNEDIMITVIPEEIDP
# NPR1 activator = GC-A (human) enzyme activation; AID 1671463; HEK293 GC-A cells, cGMP TR-FRET, EC30 ANP; 0% at EC30 ANP, 100% saturating ANP; 370,000 compounds, 0.14% hits; P16066; activation, % at 10 µM; in the data active means activation above about 40%
# PG9 Ab binder = PG9 antibody binding by small molecule; TR-FRET gp120-PG9 antibody binding; inhibition, % at 6.7 µM; 360,000 compounds, 0.43% hits; AID 624416; in the data active means inhibition above about 8.5%
# ABHD4 inh = inhibits mouse alpha/beta hydrolase domain 4 | inhibition, % at 8.92 µM | 370,000 compounds, 0.54% hits | Q8VD66 | purified mABHD4, FP-Rh probe fluorescence polarization;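 active means inhibition exceeding the mean over every tested compound plus 3 SD, cut at about 30% in these data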;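 further: 0% = plate median of compound wells and 100% = S159A mutant with DMSO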
# Target sequence (Q8VD66 whole entry, looked up, the tested form may be a part): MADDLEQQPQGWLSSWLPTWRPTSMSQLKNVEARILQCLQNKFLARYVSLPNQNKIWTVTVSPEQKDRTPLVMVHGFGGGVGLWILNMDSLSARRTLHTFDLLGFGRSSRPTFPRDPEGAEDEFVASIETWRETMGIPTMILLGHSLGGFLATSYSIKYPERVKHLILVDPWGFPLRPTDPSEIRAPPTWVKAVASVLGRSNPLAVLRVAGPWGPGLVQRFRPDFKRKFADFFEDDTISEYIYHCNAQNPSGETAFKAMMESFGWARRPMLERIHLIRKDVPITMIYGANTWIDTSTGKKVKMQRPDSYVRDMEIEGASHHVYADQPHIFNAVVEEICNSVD
#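 Doses – 8.92 µM, single dose · Material – wild-type mouse ABHD4 protein · Replication – single well per compound (singlicate) · Measure – percent inhibition of probe binding, normalized to plate controls · Schedule – 45 min compound pre-incubation plus 60 min probe step, 25 °C · Detection – fluorescence polarization with parallel and perpendicular emission, 525/598 nm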
# SMARCA2 activ = increases SMARCA2 function in MMTV reporter cells; MG213 cells, MMTV-luciferase reporter, dexamethasone, overnight; activation, % at 9.1 µM; 370,000 compounds, 1% hits; AID 652017; in the data active means activation above about 7.8%;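 further: 0% = vehicle wells and 100% = reference activator wells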
# Numbers without * were called inactive; . = no result given.
mol	ARFGAP1 inh	rCAG RNA binder	Rev-erbA mod	GC-B act	ASAP1 inh	HTRA1 inhibitor	NPR1 activator	PG9 Ab binder	ABHD4 inh	SMARCA2 activ
CCCNC(=O)N1CCCC(C(N)=O)C1 (stereo unspecified)	-2	-1	3	-5	5	-1	7	1.3	2	-2
CCOCCCNC(=O)c1cc(C)nn1-c1ccccc1	12	5	-1	-4	-1	1	-2	0.6	1	1
Cc1ccccc1N(CC(=O)NCc1ccccc1)C(=O)CCC(=O)Nc1nccs1	14	-7	0	-5	-11	-2	-5	0.6	3	-1
CC(=O)c1c(C)n(C)c2ccc(O)cc12	0	1	-1	-1	10	9	-3	-2.2	2	0
CC1Cc2ccccc2N1CC(=O)N(C)c1c(N)n(Cc2ccccc2)c(=O)[nH]c1=O (stereo unspecified)	-9	12	-4	2	8	43*	-1	-2.5	8	-1
Cc1nonc1NC(=O)OCCN1CCOC1=O	.	.	1	0	.	3	0	.	.	.
COC(=O)c1[nH]c2cccc(Cl)c2c1NC(=O)CN(C)C1CCCCC1	-9	-8	-7	-2	4	-5	1	-3.0	-5	0
CC1CCCCN1C(=O)CSc1nnc(-c2c[nH]c3ccccc23)o1 (stereo unspecified)	-12	3	-4	1	2	-17	2	-0.7	-6	5
O=C(NN=C1CCCC1)c1ccccc1[N+](=O)[O-]	6	2	-4	0	-6	2	2	-2.7	2	2
COc1cc(CNC(=O)Nc2nc(C(N)c3ccccc3)cs2)cc(OC)c1OC (stereo unspecified)	-10	18	-9	5	0	.	-1	1.0	9	-5
NC(=O)C1(N2CCCCC2)CCN(C(=S)Nc2ccccc2)CC1	-6	1	-4	6	1	-1	0	1.2	5	-3
O=C(NCc1cccc(Cl)c1)c1cccc2c(-c3cccnc3)coc12	6	4	-2	11	7	.	2	0.5	-36	-6
COc1cccc(NC(=O)CN(C)C(=O)CSc2nc(C)cc(C)n2)c1	9	0	2	6	11	10	0	0.4	4	-3
CCc1ccc(CNC(=O)CCn2nc(C)c3c(C)n(-c4ccccc4)nc3c2=O)cc1	-9	-7	-4	-7	-9	2	-7	0.3	8	0
Cc1oc(-c2ccccc2Cl)nc1CN1CCCCC1c1cccnc1 (stereo unspecified)	-7	-2	-4	1	4	-7	-3	-0.8	0	-3

# Filtered by structure: the entries above with an aryl methoxy group (two)
mol	ARFGAP1 inh	rCAG RNA binder	Rev-erbA mod	GC-B act	ASAP1 inh	HTRA1 inhibitor	NPR1 activator	PG9 Ab binder	ABHD4 inh	SMARCA2 activ
COc1cc(CNC(=O)Nc2nc(C(N)c3ccccc3)cs2)cc(OC)c1OC (stereo unspecified)	-10	18	-9	5	0	.	-1	1.0	9	-5
COc1cccc(NC(=O)CN(C)C(=O)CSc2nc(C)cc(C)n2)c1	9	0	2	6	11	10	0	0.4	4	-3

# The list goes on:
mol	ARFGAP1 inh	rCAG RNA binder	Rev-erbA mod	GC-B act	ASAP1 inh	HTRA1 inhibitor	NPR1 activator	PG9 Ab binder	ABHD4 inh	SMARCA2 activ
CCCc1c(C)[nH]c2nc3ccccc3n2c1=O	6	3	1	3	-7	0	4	-1.0	4	2
COc1ccc(C(=O)N2CCCN(C)CC2)c(OC)c1	10	-2	1	0	-10	6	1	-0.9	2	4
COc1ccccc1C1c2[nH]c3ccccc3c2C[C@H]2C(=O)N(C3CCN(Cc4ccccc4)CC3)CC(=O)N12 (stereo partly specified)	-8	8	-2	1	0	-31	-7	1.6	0	-2
CCn1cc(C2=NCC(C)O2)c2ccccc21 (stereo unspecified)	5	4	3	-4	-1	-1	0	-0.2	-6	0
CCCCOC(=O)c1ccc(NC(=O)COC(=O)CSc2nc(C)cc(C)n2)cc1	11	-3	4	-10	11	-17	3	-1.9	0	3
Cc1cccc(NC(=O)/C(C#N)=C\c2ccc(C(=O)O)cc2)c1	-11	4	-6	5	8	-1	3	0.0	1	0
Cc1ccc(CN2CC(N3CCN(C4CCN(C)CC4)CC3)CS2(=O)=O)cc1 (stereo unspecified)	-3	2	2	-4	10	.	3	1.1	-7	5
CN(CCOc1ccccc1)CCOc1ccccc1	-4	-2	1	4	3	1	1	0.2	6	-1
CCn1ccc(C(=O)NC2CCCC2)n1	10	2	-4	-6	17	2	3	0.5	-6	-2
Cc1cc(NC(=O)CSc2nnc(CNC(=O)c3cccc(C(F)(F)F)c3)o2)no1	5	0	-6	1	-2	6	-1	-1.9	5	2
Cc1nc(N2CCCCC2)sc1C(=O)c1ccc(SCCO)c([N+](=O)[O-])c1	5	1	3	3	5	-16	6	-0.3	-1	-1
O=S1(=O)NC(=NCc2ccccc2)c2ccccc21	-2	-4	-7	-1	-8	15	-1	1.1	3	-3
Cn1c(Cc2ccccc2)nnc1SCC(=O)Nc1ccc(N2CCOCC2)cc1	2	-1	3	3	-3	-1	4	-1.0	0	2
COc1ccc(Nc2ccc(S(=O)(=O)N3CCCCC3)cc2[N+](=O)[O-])cc1Cl	5	6	6	3	0	6	3	1.0	14	-2
O=C(c1ccco1)N1CCN(C(c2ccc(F)cc2)c2nnnn2Cc2cccs2)CC1 (stereo unspecified)	16	-9	2	-4	6	2	3	-0.2	1	-2

# (more compounds)
mol	ARFGAP1 inh	rCAG RNA binder	Rev-erbA mod	GC-B act	ASAP1 inh	HTRA1 inhibitor	NPR1 activator	PG9 Ab binder	ABHD4 inh	SMARCA2 activ
CCCCn1c(=O)c(CC(C)=O)nc2ccccc21	-7	5	-1	0	-2	-5	4	-2.6	-11	-3
CC1(C)NC(=O)N(CC(O)Cn2nnc3ccccc32)C1=O (stereo unspecified)	2	0	2	2	-3	-1	4	3.4	-3	0
CCOc1cc(/C=C(\C#N)C(=O)NCc2cccnc2)ccc1O	10	-3	-4	1	-4	-2	0	-5.2	2	-3
O=CN1CCN(C(=O)C2CCN(c3ncnc4c3sc3cccc(F)c34)CC2)CC1	.	6	5	2	.	.	4	.	-5	-4
CCOC(=O)Cn1cc(C=O)c2ccccc21	-12	1	-4	-1	11	-6	-7	-1.8	-1	1
CC(C)(C)N(Cc1ccccc1)C(=O)c1ccncc1	0	-6	-2	3	17	9	-1	1.3	1	-3
O/N=C/c1ccc(OCc2ccccc2)c(Cl)c1	11	1	-4	-3	2	-25	0	-0.7	-16	5
Cc1ccc(S(=O)(=O)N/N=C/c2c(C)nn(-c3ccccc3)c2C)cc1	3	5	-3	-4	-10	0	-2	-1.8	-2	1
CC(=O)Nc1ccc(NC(=O)C2CCC(CNS(=O)(=O)c3cccc4nsnc34)CC2)cc1 (stereo unspecified)	4	-1	5	0	3	-6	3	-0.1	-9	-3
CC(C)c1ccc(NC(=O)C2CCCN(S(=O)(=O)c3cnc[nH]3)C2)cc1 (stereo unspecified)	-2	0	-9	8	3	-3	2	-2.6	3	1
COc1cccc(NC(=O)C2CCCN2C(=O)Nc2cccc3c2OCO3)c1 (stereo unspecified)	.	5	2	-5	.	.	-5	.	-1	-1
CC(C)(C)Cc1nnc(NC(=O)c2ccc([N+](=O)[O-])cc2)s1	-3	-2	-3	1	-6	-5	-1	-1.2	2	0
COc1ccc(-c2nnn(CC(=O)NCCc3ccc(OC)c(OC)c3)n2)cc1	-5	-5	-1	0	-2	-11	-2	-0.7	-2	-3
COc1ccc(NC(=O)N2CCCC2C(=O)Nc2ccc(C)cc2C)cc1 (stereo unspecified)	-1	1	2	9	10	7	-2	-1.3	1	-1
COc1ccc(C2/C=C\CN(C(=O)C3CCCC3)CC(=O)N2Cc2ccc(F)cc2)cc1 (stereo unspecified)	4	-3	-3	1	3	0	-1	0.9	6	-1

# (list continues)
mol	ARFGAP1 inh	rCAG RNA binder	Rev-erbA mod	GC-B act	ASAP1 inh	HTRA1 inhibitor	NPR1 activator	PG9 Ab binder	ABHD4 inh	SMARCA2 activ
O=C(Cc1ccccc1)Nc1ccccc1C(=O)Nc1ccc(C(=O)O)cc1	1	-2	-4	5	-13	-4	2	-1.2	-2	0
S=c1[nH]nc(-c2ccco2)n1/N=C/c1ccc(Br)s1	-21	29	5	0	11	-1	0	1.3	-4	-5
O=C(CC1C(=O)NCCN1Cc1ccc(-c2ccccc2)cc1)NCCOc1cccnc1 (stereo unspecified)	12	-2	1	-3	3	-4	-1	2.6	10	-4
CC(=O)Nc1ccc(S(=O)(=O)N2CCN=C2SCc2cccnc2)cc1	6	0	1	4	0	-1	2	-0.2	0	-3
C=CCOC(=O)C1=C[C@@H](c2ccccc2)[C@H](CCCO)[C@@H](OCC)O1	8	-7	2	-2	0	-1	-6	-1.7	-9	-1
Cc1ccc(C(=O)COC(=O)c2cc(Cl)nc3ccccc23)cc1C	2	1	-2	-4	-1	3	0	0.0	5	-1
Cc1ccc(-c2nc3cc(C)ccc3o2)cc1	2	1	-2	-2	-11	-3	4	-0.2	-3	5
CN(CC(=O)Nc1ccc(Cl)c(S(=O)(=O)N2CCOCC2)c1)C(=O)c1cccs1	-8	4	0	1	7	4	0	-2.5	-6	-4
C[C@@H]1CN([C@H](C)CO)C(=O)CCCn2nncc2CO[C@@H]1CN(C)C(=O)Nc1ccc(N2CCCCC2)cc1	9	2	2	-1	5	-9	1	-2.8	-10	-3
COC(CNC(=O)c1ccc2nc3ccccc3c(=O)n2c1)OC	7	-1	2	-2	-3	-2	11	-2.4	2	0
O=C(Nc1ccn(Cc2ccc(Cl)cc2)n1)c1ccc2c(c1)OCO2	4	6	-1	-3	2	-22	0	-1.4	-2	-1
O=C1C2C3c4ccccc4C(c4ccccc43)C2C(=O)N1c1cccnc1 (stereo unspecified)	-9	2	2	-1	5	-7	-5	-0.8	-7	-1
CCOC(=O)CN(C(=O)CNC(=O)c1cccs1)C(C(=O)NC1CCCC1)c1cccnc1 (stereo unspecified)	8	-5	-2	1	2	5	0	-0.1	3	-1
O=C(C=Cc1ccccn1)c1ccccc1	1	4	-9	-1	-21	-1	-2	-1.5	-5	1
Cc1c(Cl)c([N+](=O)[O-])nn1CCCC(=O)Nc1sc2c(c1C(N)=O)CCC(C)C2 (stereo unspecified)	3	-1	-1	3	18	3	-2	0.3	1	1

# (next part)
mol	ARFGAP1 inh	rCAG RNA binder	Rev-erbA mod	GC-B act	ASAP1 inh	HTRA1 inhibitor	NPR1 activator	PG9 Ab binder	ABHD4 inh	SMARCA2 activ
COc1ccc(-n2c(=O)[nH]c3cc(C(=O)NCCc4ccc(Cl)cc4)ccc3c2=O)cc1OC	10	6	11	-3	-5	-6	1	4.1	5	0
COC(=O)/C=C1\S/C(=N/NC(=O)c2ccccc2)NC1=O	-7	3	-5	1	-3	4	-4	-2.8	6	-1
CN(NC(=O)CN1C(=O)c2ccccc2C1=O)C1=NS(=O)(=O)c2ccccc21	-5	6	7	-1	0	3	0	0.1	-7	-2
CCC(=O)N(C)C[C@H]1Oc2ncc(C#Cc3ccncc3)cc2C(=O)N([C@@H](C)CO)C[C@@H]1C	0	2	-1	-1	-8	6	0	-0.1	-4	0
CC(=O)c1ccc(OC(C)C(=O)NC2CCCCC2C)cc1 (stereo unspecified)	-10	2	-4	3	3	-2	3	-0.4	4	-2
O=S(=O)(c1ccc2ccccc2c1)N(CC(O)COCc1ccco1)c1ccccc1 (stereo unspecified)	14	-2	-1	-7	8	-22	-6	-0.2	-3	-4
OC(c1ccc(F)cc1)c1nc(-c2cnc3ccccc3c2)cs1 (stereo unspecified)	-1	1	-4	-2	3	.	-6	-0.4	-10	0
O=C(NCCSc1ccc(Br)cc1)c1ccccc1	3	-4	2	-3	-11	-1	-1	-2.4	-4	0

# Screens as filed in PubChem BioAssay.
